# NPYLR7 agonist – mosquito NPYLR7 agonism | HEK293T NPYLR7/Galpha15, GCaMP6s calcium fluorescence | activation, % at 10 µM | 270,000 tested, 0.15% active | AID 1259423; in the data active means activation above about 40%;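 further: 0% = vehicle and 100% = reference agonist at the receptor; some compounds past the cut are filed as inactive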
# hcGAS inh – inhibitors of human cGAS. Q8N884. recombinant h-cGAS, ATP depletion, Kinase-Glo luminescence. inhibition, % at 12.5 µM. 290,000 tested, 0.081% active. AID 1259398;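 further: 0% = vehicle reaction and 100% = reaction without DNA for no activity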
# Target sequence (Q8N884 whole entry, looked up): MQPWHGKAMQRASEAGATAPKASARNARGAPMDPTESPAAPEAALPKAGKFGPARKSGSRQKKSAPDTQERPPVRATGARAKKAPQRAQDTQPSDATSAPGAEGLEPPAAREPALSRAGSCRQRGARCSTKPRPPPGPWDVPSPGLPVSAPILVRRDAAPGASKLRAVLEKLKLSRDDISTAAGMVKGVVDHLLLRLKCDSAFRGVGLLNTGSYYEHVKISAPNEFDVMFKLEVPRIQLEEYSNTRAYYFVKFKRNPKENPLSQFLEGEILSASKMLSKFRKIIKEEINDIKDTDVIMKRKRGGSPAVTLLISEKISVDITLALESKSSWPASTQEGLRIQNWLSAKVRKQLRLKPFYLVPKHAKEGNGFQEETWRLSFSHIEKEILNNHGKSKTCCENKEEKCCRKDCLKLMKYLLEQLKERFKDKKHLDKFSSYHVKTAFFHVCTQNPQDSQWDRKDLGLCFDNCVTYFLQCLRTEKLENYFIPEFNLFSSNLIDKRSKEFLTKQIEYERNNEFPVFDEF
# mcGAS lum – mouse cGAS inhibition by luminescence; Q8C6L5; inhibition, % at 12.5 µM; recombinant cGAS, Kinase-Glo ATP depletion luminescence; AID 1259399; 160,000 tested, 0.15% active;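 further: 0% = negative control wells and 100% = reference inhibitor with no enzyme activity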
# Active calls of the source: *; . = not tested or not shown; & = joins results of further samples. Unless noted, no stated cut-off is given here; in the data, active means inhibition above about 40%; inactive means the rest.
SMILES,NPYLR7 agonist,hcGAS inh,mcGAS lum
CCNC(=O)N1CCC2(CC1)[C@H](C(=O)OCC)[C@@H](OC)C(=O)N2C,14,-2,-3
C=CCOc1c(OC)ccc2c1CN(CC)C(=O)CCN2CC(C)(C)O,3,2,-1
COc1cc2c(cc1OC)C(c1ccccc1)N(C(=O)c1cccc3cc[nH]c13)CC2 (configuration not stated),4,-6,-10
CSc1nc2c(c(=O)[nH]1)C(c1ccc(Cl)cc1)C(C#N)C(N)=N2 (configuration not stated),1,-4,.
O=C1OC(/C=C/c2ccc(Cl)cc2)=NC/1=C/c1ccc(F)cc1,1,-5,-6
O=C1OC(c2ccccc2I)=NC1=Cc1ccc2c(c1)OCCO2,-8,2,.
CC1(C(=O)Nc2ccc(Cl)c(Cl)c2)CCN1Cc1ccccc1OC(F)F (configuration not stated),10,-11,.
COc1ccc2[nH]c3c(c2c1)CCN(C(=O)c1ccccn1)C3c1ccc(COC(C)=O)o1 (configuration not stated),11,-16,-9
O=C(CCC1CCN(C(=O)C2CC=CCC2)CC1)N1CCC(Cc2ccccc2)CC1 (configuration not stated),5,1,.
O=C(O)[C@H]1C[C@@H](O)CCN1Cc1ccc2c(c1)OCCO2,-4,-7,-12
Cc1ccc(C2=[N+]([O-])C3(CCCCC/C3=N/NC(N)=S)N(O)C2(C)C)o1 (configuration not stated),-11,-2,.
CC1(C)OCC(CNC(=O)CNC(=O)C2CC2(c2ccccc2)c2ccccc2)O1 (configuration not stated),-7,-3,-6
COc1cc(CN2CC34C=CC(O3)C(C(=O)NC3CCS(=O)(=O)C3)C4C2=O)cc(OC)c1OC (configuration not stated),-1,-8,.
O=C(CN1CCc2[nH]nc(-c3ccc(Cl)cc3)c2C1)NCc1ccccn1,18,-2,.
Cc1ccc(C2CC(c3cccc(F)c3)=NN2C(=O)CN2CCC3(CC2)OCCO3)cc1 (configuration not stated),3,-4,-3
Cc1noc(C)c1CN(C)Cc1ccc(OCC(F)(F)F)cc1,0,-9,.
CC(C)CCNC(=O)c1cc(-c2ccccc2Cl)nn1-c1ccc(Cl)cc1,-3,-7,-5
COCCN(CC(=O)N(CCc1ccccc1)Cc1ccc(C)o1)Cc1cccc(C(=O)OC)c1,1,-4,-2
COCCCN(Cc1c(-c2ccccc2)noc1N(C)C1CCCCC1)C(=O)c1ccco1,11,-3,-6
CN(C)c1ccc(NC2=NC3(CCCCC3)N=C(N)N2)cc1,3,3,-1
CC(=O)N1CCN(C(=O)c2ccc(CSc3nc(-c4ccccc4)cc(N4CCN(c5ccccc5Cl)CC4)n3)o2)CC1,9,-9,-5
CN(C)c1ncccc1NC(=O)CN(C)S(=O)(=O)c1ccc(Br)cc1,-2,-13,.
O=c1cc(NCc2ccc(-c3ccc(Cl)cc3)o2)nc2ccccn12,12,-7,-7
Oc1ccc(-c2nc(-c3ccc(F)cc3)c(-c3ccncc3)[nH]2)cc1,-5&3,-5&-8,-10&-5
O=C(CCc1ccc(F)cc1)N1CCN(S(=O)(=O)c2cc(Cl)ccc2Cl)CC1,5,-3,.
CC1CCN(Cc2nnnn2CCCC(=O)N2CCC(c3ccncc3)CC2)CC1,3,-10,.
COc1ccc([N+](=O)[O-])cc1CN1CCCn2cccc2C1c1ccc(F)cc1 (configuration not stated),1,-8,-7
COc1ccc2c(c1)SC(C)C(=O)N2Cc1ccc(F)cc1 (configuration not stated),6,-2,.
O=C(Cn1ncn2nc(-c3ccc(F)cc3)cc2c1=O)NCc1ccco1,-10,-8,-9
CC(=O)N1CCN(C(=O)c2ccc3nc(C)c(N(C)CC4CCCCC4)n3c2)CC1,-3,-2,-1
Cc1sc2nc(C(C)Sc3nnc(Cc4cccs4)n3C3CC3)[nH]c(=O)c2c1C (configuration not stated),7,-12,-7
O=C(COc1cc(=O)n2ccccc2n1)Nc1ccccc1,4,-2,-1
CC1=C([N+](=O)[O-])C(c2ccc(O)cc2)N(C)C(=O)N1C (configuration not stated),-2,-6,-6
COc1cc(-c2nc3ccc(Br)cn3c2NC2CCCCC2)ccc1OC(=O)c1ccc([N+](=O)[O-])cc1Cl,.,-2,-5
COc1ccc(C(=O)N2CCN(c3nc(C)nc(C)c3Cc3cccc(C(F)(F)F)c3)CC2)c(OC)c1,-3,-2,-4
Cc1ncc2c(c1CNC(=O)c1ccccc1F)CCN(C(=O)/C=C/c1ccc(F)c(F)c1)C2,-4,4,-4
CC(=O)Nc1cccc(C(=O)N2CCCC(CCC(=O)NCc3ccccc3Cl)C2)c1 (configuration not stated),-6,-5,-10
Cc1cccnc1C(NC(=O)C1CCN(Cc2ccc(Oc3ccccc3)cc2)CC1)c1ccc(Cl)cc1 (configuration not stated),15,-2,-3
O=C(NCCc1ccccn1)c1csc(CSc2nnc(-c3ccco3)n2-c2ccccc2)n1,8,0,-2
CC(C)c1[nH]ncc1Br,17,-8,.
O=C(/C=C/c1ccccc1)NC1CC2CCC(C1)N2Cc1ccc2c(c1)OCO2 (configuration not stated),2,-8,-7
CCN(CC)C(=O)Oc1ccc2c(ccn2Cc2ccccc2Br)c1-c1ccc(OC)cc1,26,-9,-7
O=C(c1ccsc1)N1CCN(S(=O)(=O)c2cccc(Cl)c2)CC1,1,-11,-4
C/C(CC(C)C)=N/Nc1nc2c(c(=O)n(C)c(=O)n2C)n1CCCc1ccccc1,-5,-2,-3
CCc1ccc(OC)c(S(=O)(=O)Nc2ccc(F)cc2)c1,-7,-4,.
COCCc1nc2ccc(C(=O)N3CCCCC3CCc3cccc(O)c3)cc2o1 (configuration not stated),-2,-3,.
C=CCN(CC(=O)N(CCc1ccc(OC)c(OC)c1)Cc1cccs1)C(=O)Nc1ccc(F)c(Cl)c1,0,-4,-2
CCCc1nc(NC(C(=O)N(C)C)c2ccccc2)c2cnn(C)c2n1 (configuration not stated),14,-4,.
COCc1cc(C)nc(OCC(=O)N/N=C\c2ccc(OC)c(Br)c2)c1C#N,7,-5,0
CCC(C)NC(=O)c1cc(NC(=O)Nc2c(C)cccc2C)ccc1N1CCCC1 (configuration not stated),3&-8,-6&-7,-6&-4
Cc1c(Cl)c(C(F)(F)F)nn1CC(=O)NCc1ccc(Cl)cc1,-8,0,1
CC(C#N)CN(C)C(=O)c1ccc(Cl)c(S(C)(=O)=O)c1 (configuration not stated),3,1,.
CCCn1nc(C(=O)Nc2ccc(Oc3ccc(C)c(C)c3)nc2)ccc1=O,7,-15,.
C/C=C/C(=O)N1CSCC1C(=O)N(Cc1cccnc1)C(C)C (configuration not stated),1,3,.
Cc1ccc(CSC2=NCCN2S(=O)(=O)c2ccc([N+](=O)[O-])cc2)cc1,10,-10,-7
COc1ccc(-c2nc3nc(-c4cc(OC)c(OC)c(OC)c4)cc(C(=O)O)c3[nH]2)cc1,-2,-4,-7
Cc1cc(C)n(-c2ccc(F)cc2CN2C[C@H](N)C[C@H]2C(=O)NC(C)C)n1,7,-5,.
Cc1c(C(=O)N=Nc2c(O)[nH]c3ccccc23)nnn1-c1nonc1N,-2,-2,-6
O=C(NCc1ccccc1)c1cc(NC(=O)C(Cl)c2ccccc2)ccc1N1CCCC1 (configuration not stated),9,-1,-9
CN1CCN(C(=O)Cn2nnnc2CN2CCCC2)CC1c1ccccc1 (configuration not stated),-2,0,0

# Next records.
SMILES,NPYLR7 agonist,hcGAS inh,mcGAS lum
C[C@H](NC(=O)Nc1ccc(NS(=O)(=O)c2ccc(F)c(Cl)c2)cc1)c1ccccc1,10,-4,-5
COCCn1c(SCC(=O)OC)nc2ccccc2c1=O,6,-9,.
COCC(=O)Nc1ccc(-c2c(-c3cccc(N(C)C)c3)nn(-c3ccc(C)cc3)c2OC(C)=O)cc1,2,-9,-7
c1ccc2oc(-c3nccn3CC(c3ccncc3)N3CCOCC3)cc2c1 (configuration not stated),5,-7,-16
CS(=O)(=O)c1nc([N+](=O)[O-])nn1Cc1ccccc1,-1,-6,.
CCC(C)(C)C(=O)N1CCN(c2ncccc2NC(=O)c2ccc3c(c2)OCO3)CC1,18,2,-7
CCn1c(SCCO)nnc1-c1ccc(C(C)(C)C)cc1,8,-11,.
O=C(Nc1ccc(F)cc1F)N1CCN(c2nc(-c3cccc(Br)c3)nc3ccccc23)CC1,.,-3,-3
Cc1nnnn1CCCN1CCCC1c1ccccn1 (configuration not stated),0,-7,-16
O=C1C(=O)c2ccccc2C(O)=C1C1CCC(c2ccc(Cl)cc2)CC1 (configuration not stated),-11&-6,-2&-5,.
CC(C)c1nnc(CN(C)C2CCCc3ccccc32)o1 (configuration not stated),-2,-3,-16
CSc1nc(NCC(C)C)c2cnn(CCNC(=O)c3cccs3)c2n1,.,-4,-5
O=C(c1ccccc1Cl)N1CCCC(N2CCN(c3cccc(C(F)(F)F)c3)CC2)C1 (configuration not stated),21,-4,-4
CCCc1[nH]ncc1C(=O)N1CCC2(CCCO2)CC1,9,-3,.
Cc1cccc(C2c3[nH]c4ccccc4c3CCN2C(=O)CCc2c(C)nn(C)c2C)n1 (configuration not stated),0,-1,-4

# A second format for part of the listing above.
compound | NPYLR7 agonist | hcGAS inh | mcGAS lum
CC(C)c1nnc(CN(C)C2CCCc3ccccc32)o1 (configuration not stated) | -2 | -3 | -16
O=C1C(=O)c2ccccc2C(O)=C1C1CCC(c2ccc(Cl)cc2)CC1 (configuration not stated) | -11&-6 | -2&-5 | .
Cc1nnnn1CCCN1CCCC1c1ccccn1 (configuration not stated) | 0 | -7 | -16
COCC(=O)Nc1ccc(-c2c(-c3cccc(N(C)C)c3)nn(-c3ccc(C)cc3)c2OC(C)=O)cc1 | 2 | -9 | -7
O=C(c1ccccc1Cl)N1CCCC(N2CCN(c3cccc(C(F)(F)F)c3)CC2)C1 (configuration not stated) | 21 | -4 | -4

# Remaining list, next part:
SMILES,NPYLR7 agonist,hcGAS inh,mcGAS lum
OC(COCc1ccccc1)CN(Cc1cccc(Cl)c1)CC1CC(c2ccccc2Cl)=NO1 (configuration not stated),-2,-3,-6
CC(C)(C)c1ccc(COc2coc(CN3CCCN(S(=O)(=O)c4ccc5c(Cl)cccc5c4)CC3)cc2=O)cc1,23,1,-3
C=CCNC(=O)C(NC(=O)c1cccs1)C1CCN(C(=O)COC)CC1 (configuration not stated),-5,-1,0
COc1ccccc1CN1C(=O)CON=C1Cc1ccccc1,4,-4,.
CCc1nc2ccc(C(=O)Nc3cccc(NS(C)(=O)=O)c3)cn2c1N(C)C(=O)Cc1ccccc1,-6,-10,-4
O=C(Nc1ccc(-c2cccc(-c3ccc4c(c3)OCCO4)n2)cc1)C(Cl)(Cl)Cl,-2,-9,-7
CS(=O)(=O)NC1CCN(c2nc3ccccc3nc2NS(=O)(=O)c2cccc(Cl)c2)CC1,3,-12,.
Cc1nc2ccc(Cl)cn2c(=O)c1NC(=O)CC(C)(C)C,2,-5,.
N#Cc1cccc(S(=O)(=O)N2Cc3ccccc3CC2C(N)=O)c1 (configuration not stated),2,-18,.
CC(SCc1nnnn1-c1ccccc1)C(=O)NCC(F)(F)F (configuration not stated),4,0,-5
CCc1nc2n(n1)C(=O)C(C(c1ccc(Cl)c(Cl)c1)N1CCN(CC)CC1)S2 (configuration not stated),-4,-5,-5
Cc1csc2nc(O)c(C(=O)NC(C)CCc3ccccc3)c(=O)n12 (configuration not stated),-2,5,1
O=C(c1cc(CN2CCOCC2)on1)N1CC(Oc2ccc(F)cc2)C1,.,-2,-2
CCN(C(=O)COc1ccc(F)cc1F)C(C)CS(=O)(=O)CC (configuration not stated),8,-8,.
Cc1cc(C(=O)NCCN2CC(C)CC(C)C2)nn1C(C)(C)C (configuration not stated),2&2,-5&-8,.

# A stretch of the results above, as a working copy:
SMILES,NPYLR7 agonist,hcGAS inh,mcGAS lum
OC(COCc1ccccc1)CN(Cc1cccc(Cl)c1)CC1CC(c2ccccc2Cl)=NO1 (configuration not stated),-2,-3,-6
CC(C)(C)c1ccc(COc2coc(CN3CCCN(S(=O)(=O)c4ccc5c(Cl)cccc5c4)CC3)cc2=O)cc1,23,1,-3

# Shown with values under each structure: five of the compounds above.
# Sequence of screens – NPYLR7 agonist	hcGAS inh	mcGAS lum
> N#Cc1cccc(S(=O)(=O)N2Cc3ccccc3CC2C(N)=O)c1 (configuration not stated)
  2	-18	.
> Cc1csc2nc(O)c(C(=O)NC(C)CCc3ccccc3)c(=O)n12 (configuration not stated)
  -2	5	1
> CCN(C(=O)COc1ccc(F)cc1F)C(C)CS(=O)(=O)CC (configuration not stated)
  8	-8	.
> C=CCNC(=O)C(NC(=O)c1cccs1)C1CCN(C(=O)COC)CC1 (configuration not stated)
  -5	-1	0
> CS(=O)(=O)NC1CCN(c2nc3ccccc3nc2NS(=O)(=O)c2cccc(Cl)c2)CC1
  3	-12	.

# (listing goes on)
SMILES,NPYLR7 agonist,hcGAS inh,mcGAS lum
CC(Nc1ccc2oc(=O)[nH]c2c1)C(=O)Nc1ccc(F)cc1Cl (configuration not stated),2,-4,-11
COCCn1ccc2c(cnc3nc(-c4cccnc4)nn32)c1=O,8,-10,.
CC(CNCc1ccc(C(=O)O)cc1)c1ccccc1 (configuration not stated),-17,-2,.
OCCCC1CCCN1C1C=CCCC1 (configuration not stated),0,-2,.
Cc1ccc(CNC(=O)C2CN(S(C)(=O)=O)CC23CCCCC3)o1 (configuration not stated),.,-10,-4
CCS(=O)(=O)Nc1cc2c3c(c1)CC(=O)N3CCC2,-1,-4,-8
Nc1ncnc2sc3c(c12)CCN(C(=O)C=Cc1ccccc1F)C3,1,-7,-9
CN(CCCO)C(=O)c1cccc(CC2CCNCC2)c1,7,-2,.
CN(C)c1ccc(C(=O)N2CCCc3cc(OC(F)(F)F)ccc32)cn1,9,-8,.
COc1cc(CN2CCN(Cc3ccc(F)c(F)c3)CC2CCO)cc(OC)c1 (configuration not stated),9,-2,.
CCNC(=S)N(Cc1ccco1)Cc1c(-c2ccccc2)noc1N1CCC(C)CC1,5,-11,-7
Cc1cc(C)nc(Nc2n[nH]c(COc3cccc4ccccc34)n2)n1,2,-5,-3

# Screens deposited in PubChem by Fisher Drug Discovery Resource Center.
